SENP7 block = SENP7 protease inhibition. 330,000 compounds, 1.5% hits. Q9BQF6. recombinant SENP7, Z-RLRGG-aminoluciferin luminescence, 40 min. inhibition, % at 5 µM. AID 434973;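 active = inhibition above about 50% at the single test dose, limit read from the data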;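 also: plate controls were DMSO with enzyme for no effect and no enzyme buffer wells for full effect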
SENP8 block-1 = blocks the human protease SENP8. Q96LD8. purified SENP8, Z-RLRGG-aminoluciferin cleavage, luminescence. inhibition, % at 10 µM. 330,000 compounds, 1.2% hits. AID 2540; in the data active = inhibition above about 50%
Apaf1 inhib = blocks human Apaf-1 apoptosome activity. reconstituted apoptosome caspase-3 activity, DEVD-Rh110 fluorescence. O14727. inhibition, % at 20 µM. 330,000 compounds, 0.71% hits; active = inhibition of at least 40% at 20 µM;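 also: plate controls were DMSO wells for no effect and DEVD-CHO caspase inhibitor wells for full effect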
Target sequence (O14727 whole entry, looked up): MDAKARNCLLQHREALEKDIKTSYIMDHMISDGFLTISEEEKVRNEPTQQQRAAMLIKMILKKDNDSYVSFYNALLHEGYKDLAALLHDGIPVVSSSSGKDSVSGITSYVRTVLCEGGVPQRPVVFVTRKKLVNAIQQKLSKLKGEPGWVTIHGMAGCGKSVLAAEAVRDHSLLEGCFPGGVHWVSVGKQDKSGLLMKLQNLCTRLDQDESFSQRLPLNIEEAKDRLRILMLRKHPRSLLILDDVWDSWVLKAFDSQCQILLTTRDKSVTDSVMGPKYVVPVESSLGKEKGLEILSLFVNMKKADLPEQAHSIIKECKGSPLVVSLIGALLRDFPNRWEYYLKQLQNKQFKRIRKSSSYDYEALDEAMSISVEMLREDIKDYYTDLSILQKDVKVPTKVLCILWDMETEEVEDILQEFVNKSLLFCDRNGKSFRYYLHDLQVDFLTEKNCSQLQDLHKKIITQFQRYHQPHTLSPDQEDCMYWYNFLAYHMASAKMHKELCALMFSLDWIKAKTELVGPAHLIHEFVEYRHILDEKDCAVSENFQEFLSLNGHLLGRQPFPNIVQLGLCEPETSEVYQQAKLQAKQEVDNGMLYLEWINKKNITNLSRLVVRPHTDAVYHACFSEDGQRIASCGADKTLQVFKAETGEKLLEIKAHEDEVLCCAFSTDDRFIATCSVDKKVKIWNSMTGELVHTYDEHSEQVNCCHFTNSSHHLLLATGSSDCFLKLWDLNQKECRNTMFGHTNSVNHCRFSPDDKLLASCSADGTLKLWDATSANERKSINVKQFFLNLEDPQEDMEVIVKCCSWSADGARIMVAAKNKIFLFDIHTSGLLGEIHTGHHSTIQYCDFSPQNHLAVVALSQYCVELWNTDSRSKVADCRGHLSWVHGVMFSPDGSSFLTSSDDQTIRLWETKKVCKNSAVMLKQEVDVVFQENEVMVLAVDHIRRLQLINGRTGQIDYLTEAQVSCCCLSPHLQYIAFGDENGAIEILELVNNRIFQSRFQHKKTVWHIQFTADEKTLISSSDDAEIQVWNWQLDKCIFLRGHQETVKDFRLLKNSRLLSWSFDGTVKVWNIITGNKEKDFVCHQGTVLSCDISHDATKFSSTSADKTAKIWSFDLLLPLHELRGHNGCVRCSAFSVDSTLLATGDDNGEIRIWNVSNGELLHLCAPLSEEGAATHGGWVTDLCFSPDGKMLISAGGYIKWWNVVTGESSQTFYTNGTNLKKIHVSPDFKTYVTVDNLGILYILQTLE
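System – cell-free apoptosome with Apaf-1, procaspase-3 and caspase-9 · Buffer or medium – pH 7.5 Hepes buffer with CHAPS, BSA, DTT · Also added – cytochrome c with DEVD-Rh110 · Times – 30 min compound preincubation, 50 min activation, room temperature · Technique – Rh110 fluorescence intensity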
PfG6PD inh = PfG6PD (Plasmodium falciparum) enzyme inhibition. PfGluPho enzyme, NADPH resazurin-diaphorase fluorescence. inhibition, % at 20 µM. 350,000 compounds, 0.78% hits;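 active = inhibition reaching at least a set limit at 20 µM in the primary screen, cut at about 59% in these data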;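 also: 0% = DMSO wells with substrate and 100% = DMSO wells lacking glucose-6-phosphate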
NLRP3 yeast inh = blocks the NALP3 inflammasome reconstituted in yeast; Yeast reconstituted NLRP3/ASC/caspase-1, beta-gal luminescence, 24 h; inhibition, % at 10 µM; 330,000 compounds, 0.39% hits;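 active = inhibition of 50% or more; inactive = inhibition below 50%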;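 also: plate controls were induced DMSO wells for no effect and uninduced yeast grown without galactose for full effect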
SENP8 block-2 = blocks human SENP8 cleavage of Nedd8 substrate; inhibition, % at 20 µM; AID 602440; Q96LD8; recombinant SENP8, Nedd8 substrate fluorescence; 360,000 compounds, 0.64% hits; in the data active = inhibition mostly above about 40%, no sharp cut-off; inactive = mostly below about 27%
HKDC1 inh = inhibitors of human hexokinase HKDC1; Q2TB90; inhibition, % at 20 µM; 340,000 compounds, 0.16% hits; recombinant HKDC1, G6PDH/diaphorase resazurin coupled fluorescence;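 active = inhibition above about 35% when tested at 20 µM, limit read from the data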;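 also: plate controls were DMSO wells with enzyme for no effect and DMSO wells lacking enzyme for full effect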
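System: Recombinant HKDC1 hexokinase | Amount: HKDC1 at 5 µg/mL | Reagent: Glucose with 1 mM ATP | Doses: Single 20 µM dose | Incubation: Reaction time 90 min, room temperature, protected from light | Signal: Coupled resazurin fluorescence, excitation 525 nm, emission 613 nm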
SENP1 FRET inh = SENP1 (human) catalytic domain inhibition. recombinant SENP1 catalytic domain, CyPet-SUMO1-YPet FRET cleavage. inhibition, % at 10 µM. 360,000 compounds, 0.21% hits. AID 624204;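 active = inhibition at least 30% at 10 µM, raw YFP signal under a set limit, fluorescence ratio 0.5 to 1.5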;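 also: 0% = enzyme with DMSO and 100% = no enzyme wells; some results filed as inactive read as strong as hits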
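material = recombinant human SENP1 catalytic domain, His6-tagged | quantity = 20 pM enzyme | reagent = 25 nM SUMO1 FRET substrate | compound dosing = 10 µM single point, 0.5% DMSO | timing = 50 min enzyme reaction, room temperature, light-protected | detection = FRET, CFP and YFP emission | control set = no-enzyme low, enzyme-DMSO high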
SENP6 block = blocks the human protease SENP6. Q9GZR1. Recombinant SENP6 catalytic domain, aminoluciferin luminescence. inhibition, % at 10 µM. 330,000 compounds, 1.8% hits;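 active = inhibition above about 50% at the single tested dose, limit read from the data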;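 also: plate controls were DMSO wells with enzyme for no effect and DMSO wells lacking enzyme for full effect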
Active calls of the source: *; i = inactive; · = no result given.

SMILES	SENP7 block	SENP8 block-1	Apaf1 inhib	PfG6PD inh	NLRP3 yeast inh	SENP8 block-2	HKDC1 inh	SENP1 FRET inh	SENP6 block
NC(=O)CS(=O)(=O)c1nc2ccccc2n1CC(=O)N1CCCCC1	-6	-3	-3	-7	2	11	-2	0	-32
O=C(Cn1cnc2c(nnn2Cc2ccc(Cl)cc2)c1=O)NCc1ccco1	0	-3	7	5	15	0	-4	1	-10
CC1Oc2ccccc2N(CC(=O)NCCc2ccccc2)C1=O (stereo not drawn)	-1	-4	-10	-4	4	15	-9	-3	0
CC(=O)Nc1ccc(S(=O)(=O)NN=CCCc2ccccc2)cc1	·	·	·	23	·	10	-6	2	·
CN(C)CCCn1cnc2c1c(=O)[nH]c(=O)n2Cc1ccccc1	-8	-10	1	-7	3	10	-3	1	-8
Cc1cc(-c2ccccc2)nc2cc(C(=O)NCCCn3ccnc3)nn12	7	3	-1	-8	11	-296	3	-2	-4
Cn1ncc(Br)c1C(=O)Nc1ccc(Br)cn1	7	1	-13	-16	-5	17	-9	-1	5
Cc1noc(C)c1CSc1ncnc2sc3c(c12)CCCCC3	4	3	13	-35	-14	-4	21	-27	-4
O=C1C2C3C=CC(O3)C2C(=O)N1Nc1ccccc1 (stereo not drawn)	·	·	·	-1	·	4	-7	1	·
CN(C(=O)c1ccc(NC(=O)Cc2cccc(NC(=O)C3CCCN(C(=O)CCc4ccccc4)C3)c2)cc1)C1CC1 (stereo not drawn)	·	·	·	-3	·	6	2	-1	·
CCOc1cc(C(=O)N2CCN(C/C=C/c3ccccc3)CC2)cc(OCC)c1OCC	-2	-6	0	6	23	-5	-8	-1	1
CCOc1ccc(N2CC(C(=O)Nc3c(C)n(C)n(-c4ccccc4)c3=O)CC2=O)cc1 (stereo not drawn)	-4	-8	-9	12	-10	23	-7	4	-14
CC1=C(C#N)C(c2cccnc2)C2=C(N1)c1ccccc1C2=O (stereo not drawn)	14	-5	-1	0	12	14	-4	0	0
CC1(C)Cc2c(sc(NC(=O)C3CC(Cl)=CCC3C(=O)O)c2C#N)CO1 (stereo not drawn)	-1	-1	4	-22	3	6	-8	2	-7
CC1CN(C(=O)Cc2ccc(-c3ccccc3)cc2)CC(C)O1 (stereo not drawn)	4	-4	-6	-7	3	19	-9	0	3
CCn1nc(C(C)C(=O)O)c2ccccc2c1=O (stereo not drawn)	-10	-3	-2	-15	15	3	-10	1	-18
CC(=O)/C(N=Nc1cccc(C(F)(F)F)c1)=C(\C)O	-3	-12	10	-19	-10	8	1	0	2
Cc1ccc(NC(=O)CCS(=O)(=O)c2cc3c(cc2Cl)NC(=O)CO3)cc1	-5	3	-9	15	0	11	-2	0	16
Cc1ccc(C)c(CNc2ccc(S(=O)(=O)N3CCCCC3)cc2)c1	-4	3	8	6	44	15	2	2	-8
CC(C)C(C(=O)Nc1ccc(N2CCOCC2)cc1)N1C(=O)c2ccccc2C1=O (stereo not drawn)	7	2	-4	-1	3	6	-13	0	-30
COc1ccc(C=O)cc1CN1CCCN(Cc2ccccc2F)S1(=O)=O	3	-3	8	-1	5	11	3	0	-15
Cn1nnnc1SCCNC(=O)C1CCC(=O)N(CCc2cccc(F)c2)C1 (stereo not drawn)	2	2	10	-6	8	6	-6	-2	5
O=C(/C=C/c1ccc(Cl)cc1)NC(=S)Nc1ccc(NC(=O)c2ccco2)cc1	·	·	·	-14	·	14	-4	2	·
COc1ccc(Nc2nc(C(=O)N3CCc4ccccc4C3)cs2)cc1	3	4	18	8	30	-8	-2	4	8
Cc1cc(C)n2c(SCC(=O)NCc3ccc4c(c3)OCO4)nnc2n1	-5	4	-23	33	0	17	-7	-1	-11
O=C(c1ccccc1)N1CCN=C1c1ccccc1	-4	-2	-3	-8	-7	-1	-5	1	9
Cc1nc2scc(C)n2c(=O)c1S(=O)(=O)N1CCN(c2ccccc2F)CC1	0	-3	2	-4	-1	-64	-4	0	-18
COC(=O)C1C(=O)c2c([nH]c(C(=O)OC3CCCC3)c2C)CC1C (stereo not drawn)	-10	-4	4	8	2	14	-2	0	2
CC(C(=O)Nc1ccc(C(=O)O)c(O)c1)N1C(=O)/C(=C\c2ccco2)SC1=S (stereo not drawn)	0	11	7	5	9	4	14	2	-5
Cc1cc2nc(SC(C)C(=O)O)[nH]c2cc1C (stereo not drawn)	-2	-16	-4	-5	10	1	4	0	-30
CCCn1cc(SCC(=O)NC2CCCC2)c2ccccc21	-1	-1	1	-6	11	2	-9	2	2
Cc1oc2ccc(OCc3c(F)cccc3Cl)cc2c1C(=O)O	-10	-8	1	53	1	7	-3	-1	-18
Cc1ccccc1CSc1nnc(NC(=O)Cc2cccs2)s1	4	-9	2	-8	11	15	6	-3	9
CC(OC(=O)c1ccc(Cl)c([N+](=O)[O-])c1)C(=O)N1CCN(Cc2ccccc2)CC1 (stereo not drawn)	1	15	-2	8	23	2	-3	0	13
CC(=O)N1N=C(c2cccs2)CC1c1cc2cc(C)ccc2nc1Cl (stereo not drawn)	-4	5	-12	6	24	-66	4	1	7
COc1ccc(C(=O)/C(C)=N/O)cc1OC	4	-3	-21	0	14	10	-9	2	1
CC(=O)c1cc2c(cc1NC(=O)CN(C)S(=O)(=O)c1cccs1)OCO2	-6	6	-4	-5	-4	i	-1	-9	-15
Cc1ccc(N2C(=O)C3C(C2=O)C2C=CC3C23CC3)c([N+](=O)[O-])c1 (stereo not drawn)	-1	-1	-10	-8	18	10	-9	1	-8
CCCCCn1c(SCC(=O)OC)nc2c1c(=O)[nH]c(=O)n2C	-1	8	-9	8	-20	12	-7	1	-17
CC(c1ccco1)N(C(=O)CSc1ccc(Br)cc1)c1ccccn1 (stereo not drawn)	-4	1	14	16	16	4	-1	-2	6
CCCCNC(=O)CSc1nc2n[nH]c(C)c2c(=N)n1-c1cccc(Cl)c1C	6	2	3	-6	9	11	-16	2	-9
COc1cccc(CSCC(=O)NCCc2ccccc2)c1OC	-5	0	0	-10	12	22	-1	-11	3
Cc1ccc(NC(=O)CN(C)C2CCCCC2)cc1Cl	4	-11	4	6	25	6	-4	0	-8
CCCNC(=O)N1CCN(c2ncccn2)CC1	-2	7	-10	-13	9	17	-15	0	-7
NC(=O)C1CCN(C(=O)c2cc3ccccn3n2)CC1	1	4	-5	7	9	-6	-6	0	9

Grouped by structure, the compounds so far containing fluorine.
SMILES	SENP7 block	SENP8 block-1	Apaf1 inhib	PfG6PD inh	NLRP3 yeast inh	SENP8 block-2	HKDC1 inh	SENP1 FRET inh	SENP6 block
CC(=O)/C(N=Nc1cccc(C(F)(F)F)c1)=C(\C)O	-3	-12	10	-19	-10	8	1	0	2
COc1ccc(C=O)cc1CN1CCCN(Cc2ccccc2F)S1(=O)=O	3	-3	8	-1	5	11	3	0	-15
Cn1nnnc1SCCNC(=O)C1CCC(=O)N(CCc2cccc(F)c2)C1 (stereo not drawn)	2	2	10	-6	8	6	-6	-2	5
Cc1nc2scc(C)n2c(=O)c1S(=O)(=O)N1CCN(c2ccccc2F)CC1	0	-3	2	-4	-1	-64	-4	0	-18
Cc1oc2ccc(OCc3c(F)cccc3Cl)cc2c1C(=O)O	-10	-8	1	53	1	7	-3	-1	-18

Continuation.
SMILES	SENP7 block	SENP8 block-1	Apaf1 inhib	PfG6PD inh	NLRP3 yeast inh	SENP8 block-2	HKDC1 inh	SENP1 FRET inh	SENP6 block
CCCCCCC(=O)N/N=C/c1ccc(Br)cc1	-3	1	17	18	6	16	-5	0	5
O=C(COc1ccc(Br)cc1)N1CCCCCC1	2	-12	-16	-4	32	11	-10	1	-3
Cc1ccc2[nH]c(CNC(=O)C3CCCCC3)cc2c1	9	1	18	5	11	-46	2	-46	7
N#CCCCN1C(=O)C(O)(CC(=O)c2ccc3c(c2)OCCO3)c2ccccc21 (stereo not drawn)	-4	0	2	-9	19	35	-5	-2	-10
CC(NC(=O)c1ccccc1F)c1nnc(SCC(=O)Nc2nnc(C3CC3)s2)n1C (stereo not drawn)	-1	7	4	-1	5	8	-2	2	-4
O=C(Nc1ccc2c(c1)OCO2)N1CCN(Cc2ccco2)CC1	2	4	-13	29	15	7	-9	2	-1
C(CCc1nn[nH]n1)CCC1CCCCC1	·	·	·	-32	·	14	5	0	·
CCN1C(=O)[C@H]2[C@H]3CN=C(SCc4ccc(C#N)cc4)N3[C@@](CC)(C(=O)OC)[C@H]2C1=O	1	·	5	12	·	0	-7	1	·
c1cc2c3c(cccc3c1)C(N1CCOCC1)=N2	11	45	-28	26	10	-61	4	-37	76*
CC1(C)C2([N+](=O)[O-])CN3CC1([N+](=O)[O-])CN(C2)C3c1ccc(O)c(O)c1 (stereo not drawn)	7	2	-21	-9	6	26	-5	-1	-3
COc1cccc(Cn2nnc(C(=O)NCc3ccccc3Cl)c2N)c1	0	2	-7	5	-2	16	2	-7	-3
O=C(CN1C(=O)NC2(CCCCCC2)C1=O)Nc1cccc(F)c1	-5	-19	15	11	3	15	0	-1	-23
Cc1cccc(NC(=O)CSc2cc(C(=O)c3nccn3C)c3ccccc3n2)c1	4	3	14	18	6	5	-6	1	7
NC(=O)c1ccc2c(c1)S(=O)(=O)c1ccccc1C2=O	-2	-11	1	-4	12	12	-4	0	-4
O=C(CSc1nnnn1-c1ccc2c(c1)OCCO2)N1CCN(C(=O)c2ccco2)CC1	4	-1	-8	-5	-10	6	-10	0	6
COCCCNC(=O)CN(c1cc(OC)ccc1OC)S(=O)(=O)c1ccccc1	3	-5	6	-19	10	30	-3	0	-12
CSc1ccccc1NC(=O)CN(C)C(=O)C1CC(=O)N(C(C)c2ccccc2)C1 (stereo not drawn)	5	2	1	-11	8	2	3	0	2
O=C1CC(NNC(=O)c2ccc(Br)cc2)C(=O)N1 (stereo not drawn)	-6	-10	-21	-13	3	11	-1	-1	-14
Cc1ccc(NC(=O)CCC(=O)c2cc(C)sc2C)nc1	1	6	16	12	25	-27	-1	-1	-3
Cc1cccc(C)c1NC(=O)C1CC2CCC1C2 (stereo not drawn)	-8	1	7	1	-30	6	-4	0	-11
O=C(CN1CCC(O)(c2ccc3c(c2)OCO3)CC1)NC1CCCCC1	-7	-4	-6	-11	11	16	-5	-1	13
Cc1nc(C)c(C(=O)OCC(=O)N(C)c2ccccc2)s1	-4	-12	-3	-14	25	8	-4	0	-14
CC(C)Cn1c(=O)c2c(c3ccccc31)OC(C)C(=O)N2 (stereo not drawn)	·	·	·	-5	·	12	3	-1	·
O=C(Nc1cccc2ncccc12)c1ccc(Br)c([N+](=O)[O-])c1	3	-2	-11	27	-26	-6	-9	0	7
CC(Sc1ccc(Cl)cc1)C(=O)NNC(=O)c1ccccc1O (stereo not drawn)	-2	3	3	-77	7	-51	-34	0	-2

Structures above printed as active in SENP6 block:
mol,SENP7 block,PfG6PD inh,NLRP3 yeast inh,HKDC1 inh,SENP1 FRET inh,SENP6 block
c1cc2c3c(cccc3c1)C(N1CCOCC1)=N2,11,26,10,4,-37,76*
